RGS4 inh: RGS4 inhibitors, primary screen, cell-based, HEK293 M3R inducible RGS4, calcium flux. actives 0.45% (n = 310,000). Regulator of G-protein signaling 4 (Homo sapiens), P49798. Fluo-4 calcium flux; hits give high values; triggered by carbachol at its EC20. AID 463165, 2010. B-score at 10 µM;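 active means B-score, a plate-corrected calcium signal, over three deviations above library mean, with baseline fluorescence within five deviations of library mean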;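 further: RGS4 expression induced by doxycycline in cells with stable M3 receptor; B-score is computed from the integrated fluorescence ratio over baseline after carbachol; higher B-score means a larger calcium signal and so more RGS4 inhibition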
KCNK9 inh: KCNK9 potassium channel inhibitors, primary screen, HEK293 cells, thallium flux | Potassium channel subfamily K member 9 (Homo sapiens), Q9NPC2 | FluxOR thallium flux fluorescence; hits give low values | B-score at 10 µM | actives 1.2% (n = 310,000);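 active means ratio B-score over 3 SD below the library mean, with starting fluorescence within 5 SD of its mean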;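 further: negative B-score means less thallium flux so channel inhibition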
GSK3beta inhib: human GSK3beta kinase inhibitors, primary screen, biochemical, cell-free homogeneous, HTS; GST-GSK3beta kinase, ADP-Glo luminescence, 60 min; hits give low values; Glycogen synthase kinase-3 beta (Homo sapiens), P49841; AID 2097, 2009; activity score (negative = inhibition), % at 10 µM; actives 0.038% (n = 300,000);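 active means more than half of replicate wells score below -50%, meaning over 50% inhibition versus plate controls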;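 further: 0% = median DMSO wells and -100% = median GW8510 positive control wells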
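Assay system: GST-tagged human GSK3beta kinase, cell-free; Input: 1.6 ng GSK3beta; Medium: Tris/MgCl2 kinase buffer; Timing: 60 min enzyme reaction, room temperature; Signal: ADP-Glo luminescence quantifying ADP generated by kinase; Evaluation: score relative to plate controls; Benchmarks: DMSO neutral wells and GW8510 at 20 µM as positive.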
KCNK3 inh: human KCNK3 channel inhibitors, primary screen, CHO cells, FluxOR thallium flux, B-score; Potassium channel subfamily K member 3 (Homo sapiens), O14649; FluxOR fluorescence; hits give low values; B-score at 10 µM; actives 0.84% (n = 340,000);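 active means B-score under library mean minus 4 SD, starting fluorescence ratio at most library mean plus 5 SD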;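 further: more negative B-score means stronger inhibition of thallium flux through KCNK3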
KCNQ1 inh: inhibitors of human KCNQ1 channel, primary screen, cell-based, thallium flux, high-throughput. Potassium voltage-gated channel subfamily KQT member 1 (Homo sapiens), P51787. CHO-K1 KCNQ1, FluxOR thallium flux fluorescence; hits give high values. B-score at 10 µM. actives 1.3% (n = 310,000). AID 2642, 2010;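 active means compounds whose thallium flux B-score, printed positive for inhibition, exceeds three library SD while starting fluorescence stays within three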;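 further: channel opened by potassium depolarization with thallium stimulus after 20 min compound exposure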
DYRK1A inh: rat Dyrk1A kinase inhibitors, primary screen, biochemical, single point, plate reader; AID 504441, 2011; inhibition, % at 12.5 µM; actives 0.43% (n = 310,000); ADP-Glo luminescence, NFATc1 peptide; in the data active means inhibition above about 50%;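 further: plate controls were vehicle with enzyme for no effect and no enzyme for full effect; many of its hits are not listed in these tables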
PolyA inhibitor: polyadenylation inhibitors in yeast reporter cells, primary screen, luminescence, S. cerevisiae; S. cerevisiae SKY197-pL101 polyadenylation reporter, beta-gal luminescence; efflux-impaired pdr1/pdr3 knockout yeast; score 100 = 6 SD above DMSO; calls only at 12 µM; actives 0.02% (n = 300,000); AID 1875, 2009;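 active means lowest replicate activity score at least 50, where 100 means six control SD above control mean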;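 further: yeast exposed to compound for 9 h at 30 °C; higher score means more reporter readthrough which indicates perturbed polyadenylation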
hERG protect: hERG rescue from dofetilide block, primary screen, cell-based, CHO-hERG, FluxOR thallium flux, dofetilide IC70; Voltage-gated inwardly rectifying potassium channel KCNH2 (Homo sapiens), Q12809; dofetilide IC70 present; activation (rescue from dofetilide block), less the hit threshold, % at 10 µM; actives 0.51% (n = 310,000);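 active means activation above the mean of controls blocked by dofetilide plus 5 SD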;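 further: thallium influx through hERG after potassium depolarization seen as dye fluorescence rise; in these data hits start at about 4.7%; inactives centre near -7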
Target sequence (Q12809 whole entry, looked up): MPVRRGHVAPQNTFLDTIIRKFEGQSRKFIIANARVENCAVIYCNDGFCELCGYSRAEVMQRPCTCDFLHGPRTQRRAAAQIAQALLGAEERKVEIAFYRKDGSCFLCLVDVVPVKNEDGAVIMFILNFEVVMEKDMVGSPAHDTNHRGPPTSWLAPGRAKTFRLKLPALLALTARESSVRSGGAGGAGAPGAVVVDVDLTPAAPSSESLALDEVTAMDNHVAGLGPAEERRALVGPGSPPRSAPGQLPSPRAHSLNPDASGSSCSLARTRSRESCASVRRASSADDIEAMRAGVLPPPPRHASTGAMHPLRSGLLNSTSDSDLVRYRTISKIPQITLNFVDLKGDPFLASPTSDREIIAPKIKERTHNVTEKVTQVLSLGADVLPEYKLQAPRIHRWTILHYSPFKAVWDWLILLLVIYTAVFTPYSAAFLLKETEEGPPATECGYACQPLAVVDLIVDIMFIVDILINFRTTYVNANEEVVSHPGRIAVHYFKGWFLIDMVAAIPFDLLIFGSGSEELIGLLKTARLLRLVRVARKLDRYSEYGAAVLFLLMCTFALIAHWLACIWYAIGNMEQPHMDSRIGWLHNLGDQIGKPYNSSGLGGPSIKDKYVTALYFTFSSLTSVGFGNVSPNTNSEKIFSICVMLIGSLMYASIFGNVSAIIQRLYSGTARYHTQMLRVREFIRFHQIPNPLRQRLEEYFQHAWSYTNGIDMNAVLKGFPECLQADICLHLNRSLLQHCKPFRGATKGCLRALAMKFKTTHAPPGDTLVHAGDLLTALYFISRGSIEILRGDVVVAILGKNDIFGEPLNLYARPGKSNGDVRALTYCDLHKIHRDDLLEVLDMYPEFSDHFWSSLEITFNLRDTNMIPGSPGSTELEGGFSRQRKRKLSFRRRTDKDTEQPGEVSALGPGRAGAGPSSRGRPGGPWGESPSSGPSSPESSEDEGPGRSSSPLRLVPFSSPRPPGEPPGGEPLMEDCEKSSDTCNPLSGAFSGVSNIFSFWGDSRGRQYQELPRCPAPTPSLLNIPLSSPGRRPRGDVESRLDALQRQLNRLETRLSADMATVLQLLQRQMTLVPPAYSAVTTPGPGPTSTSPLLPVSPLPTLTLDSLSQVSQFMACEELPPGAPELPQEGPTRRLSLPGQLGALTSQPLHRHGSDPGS
RGS4 pot: RGS4 potentiators or activators, primary screen, cell-based, HEK293 M3R inducible RGS4, calcium flux; actives 0.92% (n = 310,000); AID 463111, 2010; carbachol calcium flux Fluo4; hits give low values; B-score at 10 µM;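 active means B-score of the integrated calcium signal more than 4 SD below the library mean, with starting fluorescence not abnormally high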;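 further: negative B-score means reduced calcium response which marks RGS4 activation or potentiation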
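Also added: carbachol at ECmax as muscarinic agonist stimulus; Assay system: HEK293 cells with stable M3R and inducible RGS4; Timing: overnight RGS4 induction, 30 min dye load 37 °C, 20 min compound RT; Measured by: Fluo4-AM (2 µM) calcium-flux fluorescence, kinetic read.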
GSK3A inh: blockers of GSK3A enzyme activity – biochemical, luminescence, cell-free homogeneous, HTS, primary screen. GSK-3 alpha kinase, ADP-Glo luminescence, 60 min. Glycogen synthase kinase-3 alpha (Homo sapiens), P49840. actives 0.1% (n = 320,000). AID 2650, 2010. inhibition, % at 10 µM;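 in the data active means inhibition above about 50%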;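 further: GST-tagged GSK-3 alpha with peptide substrate and 25 µM ATP; 0% = DMSO neutral wells and 100% = GW8510 positive control wells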
KCNQ1 act: potentiators or activators of KCNQ1 channel, primary screen, cell-based, thallium flux, high-throughput; Potassium voltage-gated channel subfamily KQT member 1 (Homo sapiens), P51787; AID 2648, 2010; B-score at 10 µM; actives 0.35% (n = 310,000); CHO-K1 KCNQ1, thallium flux FluxOR fluorescence; hits give high values;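 active means fluorescence ratio B-score, a plate-corrected score, at least three library SD, with initial intensity B-score within 5 SD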
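Assay system: CHO-K1 cells stably expressing KCNQ1; Medium: assay buffer with matched DMSO; Also added: K+/Tl+ depolarizing stimulus; Dosing: single dose; Timing: dye 90 min, compound 20 min, room temperature; Measured by: kinetic FluxOR thallium fluorescence, 10-s 1-Hz baseline, 110-s post-stimulus read; Read-out: peak-minus-minimum fluorescence over initial fluorescence, negative-control normalized, B-scored.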
* marks the source's active call; other numbers are inactive results; i = inactive; nt = not tested or not shown.

SMILES | RGS4 inh | KCNK9 inh | GSK3beta inhib | KCNK3 inh | KCNQ1 inh | DYRK1A inh | PolyA inhibitor | hERG protect | RGS4 pot | GSK3A inh | KCNQ1 act
CC(=O)Nc1ccc(C(=O)N/N=C(\C)CC(=O)Nc2ccc(OCc3ccccc3)cc2)cc1 | i | i | 2 | i | i | -2 | i | -5 | i | 0 | i
COc1ccccc1C(=O)Nc1cc(-c2ccc(C)cc2)no1 | i | i | -2 | i | i | 3 | nt | -2 | i | -1 | i
Cc1noc(C)c1S(=O)(=O)N(CC(=O)NCc1ccc(Cl)cc1)c1ccc2c(c1)OCO2 | i | i | -3 | i | i | 16 | i | 0 | i | -3 | i
O=C(CCN1CCOCC1)NC1CCCN(Cc2ccccc2F)C1 (stereo not given) | i | i | 1 | i | i | 3 | i | -6 | i | 0 | i
COc1cc(NC(=S)NC2CC2)c(OC)cc1Cl | i | i | 1 | i | i | 4 | i | -6 | i | 0 | i
CCOC(=O)N1CCN(C(=O)c2ccc(CNS(=O)(=O)c3ccc(NC(C)=O)cc3)cc2)CC1 | i | i | -3 | i | i | nt | i | -6 | i | -2 | i
COc1ccc(S(=O)(=O)N(C)C)cc1NC(=O)CSc1ncccn1 | i | i | 1 | i | i | 5 | i | -4 | i | -1 | i
COc1cc(/C=C/C(=O)OCC(=O)Nc2ccc([N+](=O)[O-])cc2)ccc1O | i | i | 0 | i | i | 3 | i | -4 | i | 0 | i
O=C(Nc1ccc(N2CCN(c3ccc(O)cc3)CC2)cc1)Oc1ccccc1 | i | i | -1 | i | i | -4 | i | -10 | i | -1 | i
CCCCn1nc2cc(C(=O)NCCc3cccs3)ccc2c1OCC | i | i | -2 | i | i | 3 | i | -6 | i | -2 | i
CCOc1ccc(CCNC(=O)COC(=O)c2ccc(C)s2)cc1OCC | i | i | 12 | i | i | 6 | i | -11 | i | 1 | i
CC(C)OC(=O)/C(=C/c1ccc(Br)cc1)NC(=O)c1ccco1 | i | i | 1 | i | i | -4 | i | -3 | i | 0 | i
CC1(C)CC(=O)C=C(c2cccc3c2oc2ccccc23)C1 | i | i | -1 | i | 6* | 5 | i | -8 | i | 1 | i
COc1cc(/C=C2\C(=N)N3N=C(CC(=O)N4CCOCC4)SC3=NC2=O)cc(OC)c1OC | i | i | 0 | i | i | 1 | i | -3 | i | -10 | i
Cn1cccc1CC(=O)N/N=C/C=C/c1ccco1 | i | i | 1 | i | i | -9 | i | -6 | i | -1 | i
Cc1ccccc1OCC(=O)Nc1cc(Cl)ccc1Oc1ccccc1 | i | i | 0 | i | i | -3 | i | -5 | i | 0 | i
Cc1ccc(CC23CN4CCN(CC(C4)C2O)C3)c(C)c1 (stereo not given) | i | i | 2 | i | i | -4 | i | -4 | i | nt | i
COc1ccc(N2C3=C(CC4=C2CC(C)(C)CC4=O)C(=O)CC(C)(C)C3)cc1 | i | i | 2 | i | i | 3 | i | -14 | i | 1 | i
O=C(CNC(=O)C12CC3CC(CC(C3)C1)C2)N1CCN(S(=O)(=O)c2cccs2)CC1 | i | i | -2 | i | i | 1 | i | -10 | i | 1 | i
COc1ccc(C2/C=C\CN(C(=O)Nc3ccccc3-c3ccccc3)CC(=O)N2Cc2ccc(F)cc2)cc1 (stereo not given) | i | i | 1 | i | i | -5 | nt | -7 | i | -2 | i
CCCn1c(NC(=O)c2ccc(C)cc2)nc2ccccc21 | i | i | 1 | i | i | 9 | i | -6 | i | -1 | i
O=C(C(c1ccccc1)c1ccccc1)N(Cc1ccco1)C1CCS(=O)(=O)C1 (stereo not given) | i | i | 0 | i | i | 1 | i | -15 | i | -4 | i
CCC(C)n1nccc1NC(=O)C(C)Cl (stereo not given) | i | i | 2 | i | i | -4 | i | -9 | i | 5 | i
Cc1noc(C)c1C(=O)Nc1ccc(N(C)C)cc1 | i | i | 3 | i | i | 0 | i | -3 | i | 1 | i
COc1ccc(C(O)C(CN2CCOCC2)c2ccccc2)cc1F (stereo not given) | i | i | 1 | i | i | 1 | i | -7 | i | -2 | i
O=C(NCCC(=O)N(CCc1ccccc1)Cc1ccccc1)c1ccccc1Cl | i | i | -1 | i | i | 0 | i | -17 | i | -2 | i
Cc1ccc(-c2nc(C#N)c(N3CCC(C(N)=O)CC3)o2)cc1 | i | i | 1 | i | i | -3 | i | -3 | i | 0 | i
COc1ccc(CNC(=O)CCN2C(=S)NC(C)(C)CC2C)cc1 (stereo not given) | i | i | 2 | i | i | 0 | i | -4 | i | 1 | i
O=C(Nc1cccc(S(=O)(=O)NC2=NCCCCC2)c1)c1cc(-c2ccc(Cl)cc2)nc2ccccc12 | i | i | 2 | i | i | -2 | i | -9 | i | -1 | i
Cc1ccc(NC(=O)c2cc(S(=O)(=O)N3CCCC3)cn2C)cc1C | i | i | -1 | i | i | 0 | i | -4 | i | -2 | i
O=C(Nc1ccc(Cl)cn1)c1ccc(Oc2ccccc2)cc1 | i | i | nt | i | i | -4 | i | -5 | i | -3 | i
CC(C)CN(CC(C)C)S(=O)(=O)N1CCC(C(=O)NCc2ccc3c(c2)OCO3)CC1 | i | i | -1 | i | i | -3 | i | -7 | i | 0 | i
Cc1[nH]c2ccccc2c1/C=N\NC(=O)c1ccco1 | i | i | -1 | i | i | 13 | nt | -7 | i | nt | i
O=C(O)C1CCN(C(=O)COc2ccc(Br)cc2)CC1 | i | i | 3 | i | i | 1 | i | -17 | i | -1 | i
O=C(O)Cc1sc(-c2ccccc2Cl)nc1-c1ccccc1 | i | i | 3 | i | i | 18 | i | -4 | i | 0 | i
O=C(N/N=C/c1ccsc1)c1cc(-c2cccs2)nc2ccccc12 | i | i | 5 | i | i | -1 | i | -10 | i | 1 | i
CCC(c1nnnn1Cc1ccco1)N(CCN1CCOCC1)Cc1cc2cc(C)ccc2[nH]c1=O (stereo not given) | i | i | -3 | i | i | -2 | i | -3 | i | 0 | i
O=C(Nc1ccccc1F)c1ccc([N+](=O)[O-])s1 | i | i | 3 | i | i | -4 | i | 0 | i | -3 | i
Cc1nn(-c2ccc(F)cc2)c(Cl)c1/C=N/NC(=O)c1cccc(S(=O)(=O)N2CCCC2)c1 | i | i | 4 | i | i | -4 | i | 2 | i | 0 | i
COc1ccc(OC)c(NC(=O)C2CCN(c3ncccn3)CC2)c1 | i | i | -4 | i | i | -5 | nt | -9 | i | nt | i

Ordered by SMILES length (rising): some entries from above.
SMILES | RGS4 inh | KCNK9 inh | GSK3beta inhib | KCNK3 inh | KCNQ1 inh | DYRK1A inh | PolyA inhibitor | hERG protect | RGS4 pot | GSK3A inh | KCNQ1 act
O=C(O)C1CCN(C(=O)COc2ccc(Br)cc2)CC1 | i | i | 3 | i | i | 1 | i | -17 | i | -1 | i
COc1ccc(OC)c(NC(=O)C2CCN(c3ncccn3)CC2)c1 | i | i | -4 | i | i | -5 | nt | -9 | i | nt | i
CCC(c1nnnn1Cc1ccco1)N(CCN1CCOCC1)Cc1cc2cc(C)ccc2[nH]c1=O (stereo not given) | i | i | -3 | i | i | -2 | i | -3 | i | 0 | i

Continued.
SMILES | RGS4 inh | KCNK9 inh | GSK3beta inhib | KCNK3 inh | KCNQ1 inh | DYRK1A inh | PolyA inhibitor | hERG protect | RGS4 pot | GSK3A inh | KCNQ1 act
Cc1ccc(S(=O)(=O)N2CCC(C(=O)N[C@@H](C)C(=O)NCc3ccccc3)CC2)cc1 | i | i | 5 | i | i | -6 | i | -4 | i | -2 | i
COc1cccc(NC(=O)c2ccc3c(c2)OCCO3)c1 | i | i | 2 | i | i | 19 | i | -5 | i | nt | i
CCCCn1ccnc1C(=O)c1ccc(S(=O)(=O)N(CCOC)CCOC)cc1 | i | i | -1 | i | i | 4 | i | -11 | i | -2 | i
N/C(=N/OC(=O)c1ccccc1Cl)c1nonc1N | i | i | -11 | i | i | 15 | i | -5 | i | 4 | i
CCc1cc2c(SCC(=O)N(CC)c3c(N)n(Cc4ccccc4)c(=O)[nH]c3=O)ncnc2s1 | i | i | 0 | i | i | nt | i | -22 | i | 0 | i
O=C(NCCCO)c1cc2c(cn1)[nH]c1ccccc12 | i | i | -1 | i | i | 3 | i | -5 | i | -3 | i
c1ccc(-c2nc3nc4ccccc4nc3n2CC2CCCO2)cc1 (stereo not given) | i | i | 4 | i | i | 2 | i | -9 | i | -1 | i
CCOC(=O)CCNC(=O)N1CCCC(CNS(=O)(=O)Cc2ccccc2)C1 (stereo not given) | i | i | -6 | i | i | 7 | i | -13 | i | -2 | i

Limited to KCNK9 inh and DYRK1A inh, for some of the entries so far:
SMILES,KCNK9 inh,DYRK1A inh
Cc1ccc(S(=O)(=O)N2CCC(C(=O)N[C@@H](C)C(=O)NCc3ccccc3)CC2)cc1,i,-6
COc1cccc(NC(=O)c2ccc3c(c2)OCCO3)c1,i,19
CCCCn1ccnc1C(=O)c1ccc(S(=O)(=O)N(CCOC)CCOC)cc1,i,4
N/C(=N/OC(=O)c1ccccc1Cl)c1nonc1N,i,15
CCc1cc2c(SCC(=O)N(CC)c3c(N)n(Cc4ccccc4)c(=O)[nH]c3=O)ncnc2s1,i,nt

This is a subset. The share of hits here may be higher or lower than overall.
